Screens: PubChem, several laboratories
IDE cell inh: inhibits human insulin-degrading enzyme in HEK cells. 320,000 compounds, 0.41% hits. FAbetaB cleavage, fluorescence polarization. inhibition, % at 5.59 µM;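 active means percent inhibition above the average of all tested compounds plus 3 SD, set per screening campaign, cut at about 16% in these data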;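 further: IDE supplied by intact live HEK cells; FP after avidin binding of uncleaved biotin substrate so inhibition keeps polarization high; 0% = DMSO wells and 100% = 60 µM reference IDE inhibitor Ii1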
M4 ag: agonists of human muscarinic M4 receptor (CHRM4); activation, % at 3 µM; CHO-K1 hM4/Gqi5, Fluo-8 calcium fluorescence; vehicle 0%, full acetylcholine response 100%; AID 624127; 360,000 compounds, 0.14% hits;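 active means activation above the run mean over all test wells plus 3 SD, cut at about 32% in these data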;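 further: peak over basal fluorescence ratio per well then scaled between controls; 0% = DMSO wells and 100% = acetylcholine at EC100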
Target sequence (P08173 whole entry, looked up): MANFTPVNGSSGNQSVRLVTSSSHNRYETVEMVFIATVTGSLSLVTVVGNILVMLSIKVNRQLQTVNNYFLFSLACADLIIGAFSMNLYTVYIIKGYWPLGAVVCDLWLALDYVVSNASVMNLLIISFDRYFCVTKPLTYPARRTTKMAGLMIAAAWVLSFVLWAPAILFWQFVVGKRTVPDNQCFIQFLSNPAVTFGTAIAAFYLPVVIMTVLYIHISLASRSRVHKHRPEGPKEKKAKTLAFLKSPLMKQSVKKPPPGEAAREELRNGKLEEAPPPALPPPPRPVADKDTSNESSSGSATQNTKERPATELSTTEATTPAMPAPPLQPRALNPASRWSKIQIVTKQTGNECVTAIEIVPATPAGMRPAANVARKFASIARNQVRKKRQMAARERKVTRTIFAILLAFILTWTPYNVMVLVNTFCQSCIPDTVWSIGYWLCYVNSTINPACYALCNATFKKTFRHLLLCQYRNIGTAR
M4 antag: blocks acetylcholine activation of human M4 receptor. 360,000 compounds, 0.73% hits. inhibition, % at 3 µM. P08173. CHO-hM4 cells, ACh EC80, Fluo-8 calcium fluorescence;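 active means inhibition above its plate's cutoff, the mean inhibition of sample wells plus 3 SD, cut at about 27% in these data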;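 further: 0% = acetylcholine EC80 with DMSO and 100% = DMSO without agonist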
CRFBP-R2 agonist: CRF-BP/CRF-R2 complex agonism | HEK293 CRF-R2/CRF-BP, calcium dye fluorescence (FLIPR); percent of saturating CRF peptide response | activation, % at 13.2 µM | 350,000 compounds, 0.46% hits;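 active means activation of at least 50%, plus an integration ratio under a set limit after plate pattern correction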;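 further: plate controls were neutral control wells without compound for no effect and CRF at EC100 for full effect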
CHRM5 agonist: agonists of human muscarinic M5 receptor (CHRM5); P08912; CHO-K1 hM5 cells, Fluo-8 calcium fluorescence; 0% DMSO wells, 100% maximal acetylcholine response; activation, % at 3 µM; 360,000 compounds, 0.19% hits;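 active means activation above the run's mean over test compounds plus 3 SD, cut at about 23% in these data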;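 further: signal is peak over basal fluorescence ratio across the kinetic read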
Target sequence (P08912 whole entry, looked up): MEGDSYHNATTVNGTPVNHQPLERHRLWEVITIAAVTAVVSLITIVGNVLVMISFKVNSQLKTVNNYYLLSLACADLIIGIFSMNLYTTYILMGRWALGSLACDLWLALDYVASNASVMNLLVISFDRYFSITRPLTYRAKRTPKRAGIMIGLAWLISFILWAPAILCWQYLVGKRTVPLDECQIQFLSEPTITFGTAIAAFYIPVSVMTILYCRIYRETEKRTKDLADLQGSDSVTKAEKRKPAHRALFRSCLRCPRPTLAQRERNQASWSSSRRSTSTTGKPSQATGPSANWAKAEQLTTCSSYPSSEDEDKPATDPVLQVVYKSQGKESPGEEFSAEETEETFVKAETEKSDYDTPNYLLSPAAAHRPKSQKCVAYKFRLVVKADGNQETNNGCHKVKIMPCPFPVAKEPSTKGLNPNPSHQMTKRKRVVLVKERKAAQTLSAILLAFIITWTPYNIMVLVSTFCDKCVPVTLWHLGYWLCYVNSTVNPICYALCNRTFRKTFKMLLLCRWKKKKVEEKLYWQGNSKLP
CHRM5 antagonist: antagonists of human muscarinic M5 receptor (CHRM5); P08912; CHO-hM5 cells, Fluo-8 calcium fluorescence, ACh EC80; inhibition, % at 3 µM; 360,000 compounds, 0.59% hits; AID 624040;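 active means inhibition above a per-plate cutoff, the mean of that plate's test compounds plus 3 SD, cut at about 27% in these data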;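 further: 0% = acetylcholine EC80 with DMSO and 100% = DMSO without agonist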
CHRM5 PAM: potentiates acetylcholine response at human M5 receptor; CHO-K1 hM5, Fluo-8 calcium, ACh EC20 PAM; 0% = ACh EC20, 100% = ACh EC100; activation, % at 3 µM; 360,000 compounds, 0.3% hits;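 active means activation above the run cutoff, the mean activation of all test compounds plus 3 SD, cut at about 18% in these data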
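Test system: CHO-K1 hM5 cells / Doses: single-point, 3 µM nominal / Times: Post-acetylcholine fluorescence recording 140 s / Technique: Fluo-8 calcium fluorescence / Measure: Max/basal fluorescence ratio as % of EC20–EC100 ACh window / Benchmarks: low control EC20 acetylcholine (0%), high control EC100 acetylcholine (100%) / Replicates: one well per compound, no replicates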
M4 PAM: potentiates acetylcholine response at human M4 receptor. 360,000 compounds, 0.4% hits. CHO-K1 hM4/Gqi5, Fluo-8 calcium fluorescence, ACh EC20; 0% = ACh EC20, 100% = maximal ACh. activation, % at 3 µM. AID 624126. P08173;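 active means activation above its plate's cutoff, the mean activation of sample wells plus 3 SD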; further: some results filed as inactive read as strong as hits
CRFR2-BP antag: CRF-BP/CRF-R2 complex antagonism; HEK293 CRF-R2/CRF-BP, CRF-induced calcium fluorescence; inhibition, % at 11.8 µM; 350,000 compounds, 0.59% hits;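 active means inhibition of the ligand-induced calcium signal above about 50% at the single tested concentration, limit read from the data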
The depositor's hits bear a star; / = no result given; & = joins results of further samples.

entry	IDE cell inh	M4 ag	M4 antag	CRFBP-R2 agonist	CHRM5 agonist	CHRM5 antagonist	CHRM5 PAM	M4 PAM	CRFR2-BP antag	SMILES
1	-7	1	2	-0.3	-3	-3	7	3	-21	CCCCn1c(=O)[nH]c(=O)c2c1nc(-c1cc(Br)c(OCC)c(OC)c1)n2C
2	8	3	-12	-8.9	-1	-6	-2	7	13	CCOc1cc(NC(=S)NC)c(OCC)cc1NC(=O)c1ccco1
3	2	1	-4	1.2	-5	9	-7	-21	46	Cc1nc2cc(C(=O)OCC(=O)NC34CC5CC(CC(C5)C3)C4)ccc2n1-c1ccccc1
4	-2	3	4	0.7	-2	-5	0	5	7	CCOc1ccc(C(=O)Nc2ccccc2N2CCN(C(=O)c3ccccc3)CC2)cc1[N+](=O)[O-]
5	-3	0	-6	1.3	-2	5	4	5	8	COc1ccc(-n2c(SCC(=O)Nc3sc4c(c3C#N)CCCC4)nnc2-c2ccccc2OC)cc1
6	5	1	-3	5.9	-4	2	6	10	-20	CC(C)CN(C(=O)COC(=O)c1cnc(Cl)c(Cl)c1)c1c(N)n(Cc2ccccc2)c(=O)[nH]c1=O
7	2	2	4	5.1	1	12	1	3	16	COc1ccc(N(C(=O)c2cc3ccccc3oc2=O)C2C=CS(=O)(=O)C2)cc1 (configuration not stated)
8	5	4	-3	-2.3	2	-12	3	-4	-16	O=C(COC(=O)c1cnc(Cl)c(Cl)c1)Nc1ccc(S(=O)(=O)N2CCCC2)cc1
9	-2	0	-3	1.1	-1	4	-4	0	-12	COc1cc(C2C(C#N)=C(N)Oc3c2oc(CO)cc3=O)ccc1OC(C)C (configuration not stated)
10	2	0	-3	0.3	-3	3	-1	17	-16	NC(=S)NC(c1ccccc1)c1ccncc1 (configuration not stated)
11	4	4	-2	78*	1	6	-3	-4	-167	CCCNC(=O)/C(=C/c1cn(S(=O)(=O)N(C)C)c2ccccc12)NC(=O)c1ccc(OC)cc1
12	4	3	-8	-2.8	5	-10	22*	6	-19	CCNc1ccc(C(=O)OCC(=O)NCCN2C(=O)CSC2=O)cc1[N+](=O)[O-]
13	5	1	-2	-1.1	0	2	2	-5	0	CC1C(=O)Nc2ccccc2N1C(=O)c1ccc(O)cc1 (configuration not stated)
14	2	0	0	2.2	0	5	-1	2	9	Cc1ccc(C)c(NC(=S)NC(NC(=O)Cc2cccc3ccccc23)C(Cl)(Cl)Cl)c1 (configuration not stated)
15	3	7	-3	0.9	-2	-1	-9	-12	-5	COc1cc(C(C)=O)ccc1COc1ccc(C(=O)OCC(=O)NC2CCS(=O)(=O)C2)cc1OC (configuration not stated)
16	5	1	11	-0.3	0	0	0	1	6	CC(C)=C1C(=O)NN(c2ccc(F)c(Cl)c2)C1=O

Entries of single compounds, quoted from the list. Screens in order: IDE cell inh	M4 ag	M4 antag	CRFBP-R2 agonist	CHRM5 agonist	CHRM5 antagonist	CHRM5 PAM	M4 PAM	CRFR2-BP antag
`COc1ccc(N(C(=O)c2cc3ccccc3oc2=O)C2C=CS(=O)(=O)C2)cc1` (configuration not stated) in the list: 2	2	4	5.1	1	12	1	3	16
`CC(C)=C1C(=O)NN(c2ccc(F)c(Cl)c2)C1=O` in the list: 5	1	11	-0.3	0	0	0	1	6
`CC(C)CN(C(=O)COC(=O)c1cnc(Cl)c(Cl)c1)c1c(N)n(Cc2ccccc2)c(=O)[nH]c1=O` in the list: 5	1	-3	5.9	-4	2	6	10	-20

More compounds
entry	IDE cell inh	M4 ag	M4 antag	CRFBP-R2 agonist	CHRM5 agonist	CHRM5 antagonist	CHRM5 PAM	M4 PAM	CRFR2-BP antag	SMILES
17	4	10	4	-0.4	4	-9	-3	1	-22	CCc1c(C)nc(SC/C=C/c2ccccc2)[nH]c1=O
18	/	1	-3	-2.2	0	4	3	0	-7	Cn1c(=O)c2c(nc(Oc3ccccc3Br)n2C)n(C)c1=O
19	-3	1	9	-0.9	-3	14	-8	-6	-4	Cc1ccc(S(=O)(=O)N2CCC(C(=O)N3CC(C)OC(C)C3)CC2)cc1 (configuration not stated)
20	1	0	-8	0.4	2	-8	9	16	-3	COc1ccc(C2/C(=C(/O)c3ccc(C)cc3)C(=O)C(=O)N2C)cc1 (configuration not stated)
21	2	3	-12	6.2	1	-15	16	14	10	C/C(=N/NS(=O)(=O)c1ccc(C)c(C)c1)c1ccncc1
22	4	1	-2	0.8	-5	1	-2	3	9	Fc1ccccc1Cn1cc(C(=S)N2CCOCC2)c2ccccc21
23	0	1	-9	1.1	3	0	-1	2	6	CC1CCc2nc3ccc(S(=O)(=O)N4CCC(C(=O)O)CC4)cc3c(C(=O)O)c2C1 (configuration not stated)
24	4	0	0	-1.3	-3	-2	5	16	-2	Cc1c(-n2cc(C(=O)O)c(=O)c3cc(F)c(N4CCCC(O)C4)c(F)c32)c(=O)n(-c2ccccc2)n1C (configuration not stated)
25	-2	2	-9	5.7	-2	-5	-4	7	-1	CCS(=O)(=O)NCC(c1ccco1)N1CCN(c2ccc(F)cc2)CC1 (configuration not stated)
26	-3	6	5	-1.0	7	-6	-2	-7	19	COc1cccc(C2=NOC(C(=O)Nc3cc(OC)c(OC)c(OC)c3)C2)c1 (configuration not stated)
27	4	1	-9	6.3	-2	3	4	-24	52*	COc1ccc(Oc2ccc(C(F)(F)F)cc2NC(=O)c2ccc(OC)cc2)cc1
28	5	0	-7	-1.2	-10	-8	0	0	4	Cc1c(NC(=O)C(C)Sc2ccc3ccccc3n2)c(=O)n(-c2ccccc2)n1C (configuration not stated)
29	7	0	-7	0.8	-1	2	-9	0	-14	CCOc1ccc2ccccc2c1/C=N\NC(=O)OC
30	0	-1	-1	-0.7	-5	-4	-7	-13	-23	Cc1cccc(-n2cnc3cc([N+](=O)[O-])ccc32)c1
31	-2	3	-8	-2.0	-7	-4	-12	9	0	COc1ccc(C(NC(=O)CN2C(=O)NC3(CCc4ccccc43)C2=O)c2ccccc2)cc1 (configuration not stated)
32	3	-1	-1	-0.1	-10	4	4	-6	-16	CCN1C(=O)c2ccccc2S(=O)c2ccc(C(=O)NCCN(CC(C)C)CC(C)C)cc21 (configuration not stated)
33	4	1	-20	-0.3	0	-3	5	9	-1	NC(CSCc1cccc(Br)c1)C(=O)O (configuration not stated)
34	-6	4	-9	-0.2	0	-7	-6	-10	-8	CCc1ccccc1S(=O)(=O)Cc1ccc(C(=O)NCc2cccs2)o1
35	/	13	2	0.9	0	5	-10	-8	-4	Cc1nc(-c2cccc(NC(=O)COc3ccc(Cl)cc3)c2)cs1
36	3	8	-8	0.8	-2	-18	3	6	-7	O=C(Cn1cc(S(=O)(=O)Cc2ccccc2F)c2ccccc21)N1CCOCC1
37	-1	0	5	0.4	-2	2	4	-1	2	N/C(=N\OC(=O)c1ccc([N+](=O)[O-])cc1Cl)c1ccccn1
38	7	2	9	-0.2	-11	21	-20	-15	-16	CN1CCN(C(=O)C2CCN(c3ncc(C(F)(F)F)cc3Cl)CC2)CC1
39	3	0	-1	-1.1	-12	5	11	9	8	O=C(C1CCCN(Cc2ccccc2)C1)N1CCCCC1 (configuration not stated)
40	-9	5	0	-1.1	0	2	-7	2	19	Cc1ccc(S(=O)(=O)N2CCC(C(=O)Nc3ccccc3N3CCCC3)CC2)cc1C
41	-2	1	-4	8.5	-4	-2	1	7	-6	COc1ccc(C2OC34CCCCC3C(C#N)(C#N)C2(C#N)C(=N)O4)cc1 (configuration not stated)
42	3	0	-6	0.0	-1	13	-12	-3	0	CCOC(=O)c1nc(C)[nH]c1C(=O)OCC
43	0	2	4	2.1	0	-1	4	14	0	CCN1CCN(C(=O)/C=C/c2ccc([N+](=O)[O-])cc2)CC1
44	-3	2	-4	21	-1	-3	-2	4	-13	COc1ccc(Cn2c(SCC(=O)NCc3ccco3)nc3ccsc3c2=O)cc1
45	-1	0	-3	-2.1	0	-5	5	7	12	Cc1cccc(OCC(=O)N2CCN(C(=O)CCC3CCCC3)CC2)c1
46	/	0	-1	-0.6	2	1	5	2	-6	O=C(NCC1CCCO1)c1cccc(S(=O)(=O)N2CCCCC2)c1 (configuration not stated)
47	1	5	-4	-0.6	-3	3	-7	-7	14	CC(CCc1ccco1)NC(=O)c1cc2c(-c3ccccc3F)nn(C)c2s1 (configuration not stated)
48	3	-2	2	2.0	-20	12	-11	-18	14	CC1Cc2ccccc2N1S(=O)(=O)c1cnc(Cl)c(Cl)c1 (configuration not stated)
49	5	14	-4	3.2	5	14	-11	-1	5	Cc1ccc(S(=O)(=O)N2CCC(=O)N(CCOC(=O)Nc3ccc(F)cc3)CC2)cc1
50	13	0	-2	0.3	-2	-22	15	10	-10	COc1ccc(CC(=O)OCC(=O)N(CC(C)C)c2c(N)n(Cc3ccccc3)c(=O)[nH]c2=O)cc1
51	-1	1	-9	2.2	-3	4	-2	6	2	COc1ccc(-c2ccc(C#N)c(SCC(=O)NCCc3ccccc3)n2)cc1OC
52	0	1	-2	0.2	-3	-4	-2	-3	19	O=S(=O)(NC(=S)NC1CCCCC1)c1cccs1
53	-2	7	9	4.7	0	6	0	8	-57	O=C(Nc1ccc(C(F)(F)F)cc1)c1csc(-c2ccncc2)n1
54	1	13	-6	-0.4	6	5	-9	-6	20	CCOC(=O)N1CCN(C(=O)COC(=O)C2CCN(S(=O)(=O)c3c(C)c(C)cc(C)c3C)CC2)CC1
55	-6	5	-3	9.7	1	2	-4	-4	-25	COc1ccc(OC)c(/C=C/C(=O)NCCc2nc3ccccc3[nH]2)c1
56	10	1&1	3&1	1.3&1.2	2&1	11&7	-2&-1	-5&2	3&6	Cc1ccc(C(=O)Nc2cccc(C(F)(F)F)c2)cc1NC(=O)c1csc(-c2ccncc2)n1
57	/	1	-5	/	0	2	3	6	/	CCCS(=O)(=O)NC(=O)C1(C)CCCN(C(=O)c2oc3ccccc3c2C)C1 (configuration not stated)
58	4	17	32*	-0.6	5	18	-16	-15	-40	Cc1sc(NC(=O)c2ccco2)nc1-c1ccc2c(c1)CC(C)N2C(=O)C1CC1 (configuration not stated)
59	/	0	-8	-1.6	0	13	4	3	4	C1=NN(c2ccccc2)C=NN1c1ccccc1
